S aureus QS inh – S. aureus quorum sensing inhibition; hit rate 0.3% among 24,000; inhibition, % at 2 µM; S. aureus RN6390 RNAIII-GFP reporter, AIP-induced, flow cytometry 3 h;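 active = share of bacteria positive for the green fluorescent reporter and its mean brightness both inhibited by 50% or more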;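 also: 0% = AIP-stimulated control and 100% = unstimulated bacteria without AIP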
S aureus QS inh GFP MFI % – recorded beside S aureus QS inh, whose call it bears; inhibition, %; measured here: inhibition of GFP MFI
* = called active by the depositor.

SMILES | S aureus QS inh | S aureus QS inh GFP MFI %
CN(C)CCCN1c2ccccc2Sc2ccccc21 | -1.5 | -16.6
Cc1nnc(NS(=O)(=O)c2ccc(N)cc2)s1 | -3.0 | -20.2
C[C@]12CC[C@H]3[C@@H](CCC4=CC(=O)CC[C@@]43C)[C@@H]1CC[C@@H]2C(=O)CO | -2.1 | -13.9

Random excerpt: 2 entries already listed, in no set order.
SMILES | S aureus QS inh | S aureus QS inh GFP MFI %
CN(C)CCCN1c2ccccc2Sc2ccccc21 | -1.5 | -16.6
Cc1nnc(NS(=O)(=O)c2ccc(N)cc2)s1 | -3.0 | -20.2

Source: PubChem BioAssay (NMMLSC)

Some of the compounds tested; the hit share may differ from the screen's.
